Compound activity: PubChem, several laboratories
Yeast lifespan up = compounds extending yeast replicative lifespan, primary screen, S. cerevisiae, OD615; S. cerevisiae growth with nicotinamide; deaD strain in restrictive glucose medium; inhibition of the nicotinamide effect, % at 10 µM; hit rate 0.68% among 130,000; AID 775, 2007;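 active = inhibition above a set limit, placed 3 SD over the median of all compounds, cut at about 26% in these data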;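 note: 0% = nicotinamide-treated wells and 100% = cells grown without nicotinamide; some compounds called inactive have numbers as strong as hits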
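Measured by: optical density (absorbance) at 615 nm; System: modified budding yeast, DeaD strain; Medium: restrictive CSMM-D dextrose medium; Timing: 4 h preincubation then 48 h treatment at 30 °C.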
E-sel TNF inh = E-selectin induction blockers in HUVEC – imaging, immunofluorescence, high content, primary screen; HUVEC TNFa-induced E-selectin immunofluorescence; AID 1246, 2008; inhibition, % at 2 µM; hit rate 0.71% among 120,000;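 active = inhibition above the batch mean plus 3 SD, and confirmed as a hit on visual image review, cut at about 43% in these data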;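 note: 0% = TNF-stimulated DMSO wells and 100% = unstimulated control wells; not every result past the cut was called active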
bCat KO growth = primary screen for growth suppressors in beta-catenin knockout HCT116 cells (colon tumor, human); HCT116 beta-catenin knockout viability, CellTiter-Glo, 60 h; hits give low values; viability, % at 10 µM; hit rate 1.5% among 140,000; AID 818, 2007;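 active = viability at or under a set limit, the compound median less 4 SD, cut at about 6% in these data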;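 note: 0% = Hyamine 1622 control at 20 µM and 100% = untreated cell control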
HCT116 PTEN-null = growth suppression of PTEN-null HCT116, primary screen, cell-based, CellTiter-Glo. HCT116 PTEN-null viability, 60 h; hits give low values. viability, % at 10 µM. hit rate 1.2% among 140,000;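 active = viability at or below a set limit, 4 SD under the median of all tested compounds, cut at about 3.7% in these data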;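 note: PTEN knockout HCT116 line with beta catenin targeted HCT116 as companion control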
NPY-Y2 antag = NPY-Y2 receptor antagonists, primary screen, cell-based | Neuropeptide Y receptor type 2 (Homo sapiens), P49146 | NPY-Y2 expressing cells, antagonist mode | inhibition, % at 2.7 µM | hit rate 0.99% among 140,000 | AID 793, 2007; in the data active = inhibition above about 17%;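 note: 0% = vehicle with agonist challenge and 100% = reference antagonist with challenge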
Target sequence (P49146 whole entry, looked up): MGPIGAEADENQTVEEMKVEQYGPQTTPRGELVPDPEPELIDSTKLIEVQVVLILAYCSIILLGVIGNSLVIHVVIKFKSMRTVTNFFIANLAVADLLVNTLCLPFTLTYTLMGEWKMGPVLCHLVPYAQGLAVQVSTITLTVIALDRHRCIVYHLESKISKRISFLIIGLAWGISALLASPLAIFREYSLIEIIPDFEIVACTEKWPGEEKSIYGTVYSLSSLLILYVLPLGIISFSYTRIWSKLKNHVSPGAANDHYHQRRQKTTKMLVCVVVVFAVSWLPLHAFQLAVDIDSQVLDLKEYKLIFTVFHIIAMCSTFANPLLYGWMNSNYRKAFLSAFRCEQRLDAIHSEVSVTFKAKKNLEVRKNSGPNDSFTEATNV
Phagocyt inh = inhibitors of macrophage phagocytosis, primary screen, imaging, J774A.1 cells, IgG beads | J774A.1 macrophage IgG-bead phagocytosis | inhibition, % at 5 µM | hit rate 0.07% among 110,000 | AID 1029, 2008;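 active = inhibition above the mean of the plate negative controls plus 5 SD, cut at about 13% in these data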;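 note: phagocytic index as fraction of beads internalized from green versus red external bead signal; plate controls were DMSO negative control for no effect and cytochalasin-D positive control for full effect; some results beyond the cut were filed as inactive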
Yeast growth inh = growth inhibitors of yeast BB579 in restrictive medium, primary screen, yeast lifespan-shortening project, S. cerevisiae | OD615, 48 h | inhibition, % at 10 µM | hit rate 0.51% among 140,000 | AID 804, 2007;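 active = inhibition above a set limit, 3 SD over the mean compound inhibition, cut at about 44% in these data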; note: inactives centre near -24
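Material: Saccharomyces cerevisiae DeaD strain BB579, replicative lifespan model yeast; buffer or medium: CSMM-D restrictive synthetic medium containing dextrose (glucose); compound: 10 µM single dose, DMSO 0.25%; timing: 48 h compound exposure at 30 °C after 4 h preincubation; signal: turbidity as optical density at 615 nm; benchmarks: positive control amphotericin B 10 µg/mL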
GALR2 blocker = GALR2 antagonists in receptor-expressing cells, primary screen. Galanin receptor type 2 (Homo sapiens), O43603. hit rate 0.39% among 140,000. AID 828, 2007. antagonist mode. inhibition, % at 4 µM; in the data active = inhibition above about 27%;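 note: cells stimulated with galanin 1-16 at roughly its EC80; 0% = agonist challenge control and 100% = basal control without agonist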
Target sequence (O43603 whole entry, looked up): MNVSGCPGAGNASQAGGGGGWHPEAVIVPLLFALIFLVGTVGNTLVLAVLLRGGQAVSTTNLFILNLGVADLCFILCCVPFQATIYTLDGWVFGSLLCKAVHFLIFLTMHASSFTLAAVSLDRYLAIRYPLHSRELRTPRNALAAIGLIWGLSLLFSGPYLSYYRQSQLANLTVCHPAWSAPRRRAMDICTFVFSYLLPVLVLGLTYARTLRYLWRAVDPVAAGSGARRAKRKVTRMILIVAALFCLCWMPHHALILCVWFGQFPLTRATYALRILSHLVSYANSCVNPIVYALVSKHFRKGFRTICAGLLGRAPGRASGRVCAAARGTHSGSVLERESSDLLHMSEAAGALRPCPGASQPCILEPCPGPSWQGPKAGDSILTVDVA
Measles CPE = compounds protecting cells from measles virus cytopathic effect, primary screen, measles RdRp inhibitor project, single point, MLSMR library, absorbance; hit rate 1.5% among 140,000; Measles virus-infected cells, CPE protection; protection (pct of control), % at 4 µM; in the data active = protection mostly above about 24%, no sharp cut-off; inactive = mostly below about 26%; note: some compounds called inactive have numbers as strong as hits
MRP1 act = H69AR viability gain despite doxorubicin, primary screen, MRP-1 activator project, H69AR cells, CellTiter-Glo. viability rescue. viability increase, % at 10 µM. hit rate 0.61% among 140,000;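 active = viability gain under doxorubicin at or above a set limit, the compound median plus 3 SD, cut at about 4.7% in these data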;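 note: MRP-1 overexpressing cells given doxorubicin 25 µM after compound pretreatment; 18-22 h compound pretreatment then 72 h with doxorubicin before readout; 0% = doxorubicin-only wells and 100% = vehicle-treated cells without doxorubicin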
* hit, by the source's call; · = not tested or not shown.

entry | mol | Yeast lifespan up | E-sel TNF inh | bCat KO growth | HCT116 PTEN-null | NPY-Y2 antag
1 | Cc1cc(C)nc(N2CCC(C(=O)Nc3cccc(C(F)(F)F)c3)CC2)n1 | -20 | -10 | 59 | 74 | 1
2 | CCOC(=O)c1c(NC=O)sc2c1CCC2 | -12 | 14 | 93 | 103 | 1
3 | COc1cccc(C(C(=O)NC2CCCC2)N(C(=O)c2ccco2)C2CC2)c1OC (stereo unspecified) | 6 | -16 | 92 | 98 | -3
4 | Cc1nn(Cc2ccc(F)cc2)c2sc(C(=O)Nc3nccs3)cc12 | -3 | 10 | 92 | 81 | 4
5 | Clc1ccc(OCCOCCN2CCc3ccccc3C2)c(Cl)c1 | -6 | -14 | 56 | 69 | 10
6 | CCn1c(=O)n(CC(=O)Nc2cc(OC)ccc2OC)c(=O)c2ccccc21 | 0 | 1 | 90 | 88 | 1
7 | CC1CCc2sc(C(=O)Nc3nnc(SCc4ccc(F)cc4)s3)cc2C1 (stereo unspecified) | -3 | -21 | 92 | 94 | 6
8 | COc1ccc(N2CCN(C(=O)c3ccc(NS(=O)(=O)c4ccc(F)c(F)c4)cc3)CC2)cc1 | -7 | 19 | 96 | 101 | -4
9 | O=C(C1CC(c2ccccc2O)=NO1)N1CCc2ccccc2C1 (stereo unspecified) | -11 | 11 | 87 | 88 | 15
10 | COc1ccc(NC(C)=O)cc1NC(=O)CN1CCN(CC(=O)Nc2ccccc2Cl)CC1 | -11 | · | 86 | 91 | 9
11 | Cc1ccc(N(C)C(=O)N2CCN(S(=O)(=O)c3ccc(C)cc3)CC2)cc1 | -10 | · | 90 | 91 | 0
12 | CC(C)CN(CCCNC(=O)CC1Oc2ccccc2NC1=O)CC(C)C (stereo unspecified) | -14 | 16 | 85 | 99 | 3
13 | NC(=O)c1cccn1Cc1ccccc1Cl | -8 | -1 | 88 | 97 | 6
14 | Cc1ccc([N+](=O)[O-])cc1-c1ccc(/C=C(\C#N)c2[nH]nc(N)c2C#N)o1 | 3 | -25 | 73 | 65 | 6
15 | Cc1cc(NCC2CCCO2)n2c(nc3ccccc32)c1C#N (stereo unspecified) | -22 | 10 | 106 | 90 | 7

entry | Phagocyt inh | Yeast growth inh | GALR2 blocker | Measles CPE | MRP1 act
1 | -2 | -48 | -2 | 4 | -3.4
2 | -1 | -38 | -18 | 2 | -1.1
3 | -1 | -48 | -9 | 17 | -0.3
4 | -4 | -40 | 13 | 8 | -1.4
5 | 1 | 21 | -1 | 6 | -3.4
6 | 0 | -11 | 5 | 5 | -2.9
7 | -2 | -24 | -17 | 14 | 0.4
8 | · | -85 | -2 | 20 | 0.9
9 | -1 | -40 | -5 | 47* | 0.0
10 | · | -41 | -24 | 8 | -1.6
11 | 0 | -25 | -6 | 12 | -3.9
12 | 0 | -37 | -10 | 5 | -2.2
13 | -1 | 7 | -2 | 9 | -3.7
14 | -1 | -11 | -4 | 22 | -3.9
15 | -1 | -20 | -31 | 9 | -2.5

Next part:
entry | mol | Yeast lifespan up | E-sel TNF inh | bCat KO growth | HCT116 PTEN-null | NPY-Y2 antag
16 | Cn1nnc2c(N3CCCCC3)nccc21 | -18 | -5 | 102 | 94 | -2
17 | O=C(NC12CC3CC(CC(C3)C1)C2)N1CC2Cc3cccc(=O)n3C(C2)C1 (stereo unspecified) | -7 | -3 | 106 | 98 | 1
18 | O=C(CSc1nc2ccccc2c(=O)[nH]1)c1ccccc1 | · | -1 | 102 | 100 | 2
19 | C/C(=C\C(=O)c1ccc(C)cc1)Nc1ccc(N2CCOCC2)cc1 | 2 | -7 | 93 | 106 | -2
20 | CC(C)NC(=O)c1c(O)c2ccccc2[nH]c1=O | 3 | -31 | 91 | 89 | 1
21 | O=S(=O)(NCc1ccccc1)c1ccc(S(=O)(=O)N(Cc2cccs2)CC2CCCO2)cc1 (stereo unspecified) | 2 | 0 | 90 | 86 | 8
22 | Cc1c(NC(=O)c2nn3c(C(F)(F)F)cc(-c4ccccc4)nc3c2Br)c(=O)n(-c2ccccc2)n1C | -3 | · | 85 | 90 | 11
23 | Cc1cc(C)c2nc(C(F)(F)F)nc(N3CC(C)OC(C)C3)c2c1 (stereo unspecified) | -16 | 3 | 73 | 69 | 5
24 | Cc1cc(C(=O)N/N=C/c2cccc([N+](=O)[O-])c2)c(C)n1-c1ccccc1 | -3 | 26 | 73 | 68 | 0
25 | O=C(Nc1ccccc1N1CCN(c2ccc(F)cc2)CC1)c1ccccc1 | -12 | -8 | 82 | 79 | 29*
26 | O=c1cc(O)nc(SC23CC4CC(CC(C4)C2)C3)[nH]1 | 14 | -17 | 92 | 92 | -1
27 | CCN(CC)Cc1c[nH]c2c(C(=O)OC)cccc12 | -2 | -22 | 97 | 92 | 2
28 | CCC/C(=N\NC(=O)CNC(=O)/C=C/c1ccco1)c1ccccc1 | -2 | · | 84 | 93 | 4
29 | C=CCOC(=O)C1=C(C)NC(=O)NC1/C=C/c1ccccc1OC (stereo unspecified) | 4 | 7 | 67 | 82 | 3
30 | CC1(C)CC(=O)C(=Cc2cn(CCC#N)nc2-c2ccc(Cl)cc2)C(=O)C1 | 39* | · | 99 | 98 | 1

entry | Phagocyt inh | Yeast growth inh | GALR2 blocker | Measles CPE | MRP1 act
16 | -1 | -20 | 2 | 5 | -1.4
17 | 0 | -39 | -1 | 9 | -1.1
18 | · | -45 | 10 | 14 | -0.2
19 | -1 | -15 | 0 | 5 | 0.8
20 | 1 | -1 | 1 | 17 | -1.5
21 | -1 | -23 | -18 | 3 | -2.0
22 | -4 | -6 | 9 | 3 | -2.4
23 | 0 | -18 | -6 | 14 | -0.2
24 | · | -28 | 0 | 22 | 0.9
25 | -5 | 4 | 5 | 4 | -2.7
26 | -1 | -41 | -5 | 9 | 1.0
27 | · | -34 | 20 | 16 | -3.6
28 | -2 | -7 | -1 | 45 | -2.2
29 | -7 | -19 | 2 | 4 | -2.2
30 | -4 | -51 | -14 | 37 | -0.7

Single records, as listed above:
CCC/C(=N\NC(=O)CNC(=O)/C=C/c1ccco1)c1ccccc1 as listed: Yeast lifespan up: -2; E-sel TNF inh: ·; bCat KO growth: 84; HCT116 PTEN-null: 93; NPY-Y2 antag: 4; Phagocyt inh: -2; Yeast growth inh: -7; GALR2 blocker: -1; Measles CPE: 45; MRP1 act: -2.2
O=c1cc(O)nc(SC23CC4CC(CC(C4)C2)C3)[nH]1 as listed: Yeast lifespan up: 14; E-sel TNF inh: -17; bCat KO growth: 92; HCT116 PTEN-null: 92; NPY-Y2 antag: -1; Phagocyt inh: -1; Yeast growth inh: -41; GALR2 blocker: -5; Measles CPE: 9; MRP1 act: 1.0

Laid out differently: results already given
[11] Cc1ccc(N(C)C(=O)N2CCN(S(=O)(=O)c3ccc(C)cc3)CC2)cc1
  Yeast lifespan up: -10 | E-sel TNF inh: · | bCat KO growth: 90 | HCT116 PTEN-null: 91 | NPY-Y2 antag: 0 | Phagocyt inh: 0 | Yeast growth inh: -25 | GALR2 blocker: -6 | Measles CPE: 12 | MRP1 act: -3.9

[12] CC(C)CN(CCCNC(=O)CC1Oc2ccccc2NC1=O)CC(C)C (stereo unspecified)
  Yeast lifespan up: -14 | E-sel TNF inh: 16 | bCat KO growth: 85 | HCT116 PTEN-null: 99 | NPY-Y2 antag: 3 | Phagocyt inh: 0 | Yeast growth inh: -37 | GALR2 blocker: -10 | Measles CPE: 5 | MRP1 act: -2.2

(list continues)
entry | mol | Yeast lifespan up | E-sel TNF inh | bCat KO growth | HCT116 PTEN-null | NPY-Y2 antag
31 | COc1ccc(CCNC(=O)c2nnn(-c3cccc(C)c3)c2N)cc1OC | -5 | 11 | 82 | 85 | 2
32 | CC1CC(C)CN(C(=O)c2ccc3c(c2NCCO)C(=O)c2ccccc2C3=O)C1 (stereo unspecified) | -2 | 9 | 80 | 87 | -9
33 | O=C(O)c1cccnc1-c1ncccc1C(=O)O | -2 | -24 | 95 | 94 | 2
34 | Cc1nn(C)c(C)c1NC(=O)c1ccc(Cl)cc1 | -2 | -1 | 106 | 107 | 3
35 | NC(=O)C1CC(O)CN1c1nc(CN2CCOCC2)nc2scc(-c3ccccc3)c12 (stereo unspecified) | -7 | -13 | 90 | 95 | 1
36 | COc1ccccc1NC1=CC(=O)CC(c2ccccc2)C1 (stereo unspecified) | 1 | · | 17 | 16 | 6
37 | Cc1ccc(C(=O)N/C(=C\c2ccc(Cl)cc2)C(=O)NCC2CCCO2)cc1 (stereo unspecified) | -2 | 9 | 91 | 96 | 0
38 | COc1cc(C(=O)Nc2ccc(OCC(=O)O)cc2)cc(OC)c1OC | -2 | -28 | 92 | 96 | 3
39 | Cc1ccc(C(=O)OCC(=O)Nc2ccccc2N2CCOCC2)cc1 | · | -42 | 84 | 83 | 1
40 | Cc1cc(C)c(S(=O)(=O)c2ccccc2C(=O)O)c(C)c1 | -2 | -3 | 101 | 90 | 3
41 | Nc1nc(-c2ccccc2)cn1N | -20 | -29 | 90 | 79 | -1
42 | Cc1cc(NC(=O)COc2ccc(N(C)S(=O)(=O)c3ccccc3)cc2)no1 | -12 | 5 | 109 | 95 | 5
43 | COc1ccc(-n2nc(C(=O)NCC(=O)NCC3CCCO3)c3ccccc3c2=O)cc1Cl (stereo unspecified) | -31 | · | 102 | 90 | -1
44 | CCOc1c(Br)cc(C(N)=O)cc1OCc1ccccc1 | -5 | · | 66 | 83 | 2
45 | O=C(NC1CCCCC1)C(c1ccccc1)N1CCOCC1 (stereo unspecified) | -5 | · | 92 | 95 | 5
46 | Cc1cc2nc(N)sc2cc1[N+](=O)[O-] | -31 | -4 | 99 | 94 | -1
47 | COc1ccc(NC(=O)c2cc(C(C)C)on2)c(OC)c1 | -7 | · | 97 | 96 | 1
48 | CN1C(=O)CC(N2CCC(C(N)=O)(N3CCCCC3)CC2)C1=O (stereo unspecified) | -1 | -15 | 88 | 95 | 1

entry | Phagocyt inh | Yeast growth inh | GALR2 blocker | Measles CPE | MRP1 act
31 | -1 | 6 | -7 | 5 | -3.2
32 | 0 | -27 | -7 | 3 | -4.8
33 | -2 | -10 | 5 | 17 | -0.4
34 | 2 | -44 | -9 | 16 | 0.7
35 | 0 | -7 | -10 | · | -0.7
36 | -4 | -20 | 9 | 8 | -3.6
37 | -7 | -23 | 1 | 21 | -1.7
38 | · | -51 | 7 | 10 | -0.1
39 | · | -38 | -6 | 13 | -4.7
40 | · | 0 | 3 | 27 | -0.6
41 | -1 | 5 | -16 | 3 | -2.2
42 | 1 | -6 | -4 | 64* | 0.2
43 | · | -23 | 3 | 6 | -2.9
44 | 1 | -38 | 6 | 10 | -2.6
45 | · | -43 | 0 | 6 | -2.2
46 | 1 | 24 | -7 | 5 | -3.7
47 | 0 | -10 | 5 | 18 | -2.9
48 | · | -20 | -2 | 1 | -1.7
